p97 inhibitor = inhibitors of human p97 ATPase, primary screen, biochemical. Transitional endoplasmic reticulum ATPase (Homo sapiens), P55072. recombinant p97 ATPase, Kinase-Glo ATP luminescence, 3 h. inhibition, % at 8 µM. 0.42% of 220,000 active; in the data active = inhibition above about 15%;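 note: 0% = DMSO vehicle and 100% = wells lacking enzyme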
EP2 antag = human EP2 receptor antagonists, primary screen, TR-FRET cAMP, C6 glioma cells; Prostaglandin E2 receptor EP2 subtype (Homo sapiens), P43116; C6 glioma cells expressing human EP2; cells stimulated with saturating PGE2; inhibition, % at 25 µM; 0.52% of 260,000 active; AID 1422, 2008;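 active = percent inhibition above 40 after rounding to a whole number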;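 note: rat C6 glioma host cells with rolipram phosphodiesterase inhibitor present; the protocol text gives 20 µM as final concentration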
Target sequence (P43116 whole entry, looked up): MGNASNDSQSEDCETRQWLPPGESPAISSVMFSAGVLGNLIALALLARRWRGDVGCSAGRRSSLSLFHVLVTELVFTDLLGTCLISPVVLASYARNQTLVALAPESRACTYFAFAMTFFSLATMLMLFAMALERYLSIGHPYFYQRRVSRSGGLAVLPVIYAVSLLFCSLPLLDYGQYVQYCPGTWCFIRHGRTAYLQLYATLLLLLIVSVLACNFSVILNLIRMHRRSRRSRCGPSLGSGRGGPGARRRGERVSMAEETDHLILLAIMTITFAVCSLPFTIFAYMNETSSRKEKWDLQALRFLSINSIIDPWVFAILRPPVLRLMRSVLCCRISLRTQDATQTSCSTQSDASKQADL
Ba/F3 V617F tox = reduced viability of JAK2V617F-dependent Ba/F3 cells, primary screen, JAK2V617F inhibitor project, cell-based, Ba/F3 EpoR-JAK2V617F, luminescence; ATP luminescence; inhibition, % at 5.6 µM; 1.1% of 220,000 active;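 active = inhibition above the campaign mean plus 3 SD over all tested compounds, cut at about 24% in these data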;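 note: cytokine-independent growth of Ba/F3 cells driven by EpoR plus mutant JAK2; 0% = DMSO-treated cells and 100% = JAK inhibitor I control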
Tb hexokinase = Trypanosoma brucei hexokinase 1 inhibitors, primary screen, biochemical, G6PDH-coupled NADH absorbance, MLSCN library. hexokinase 1 [Trypanosoma brucei]. recombinant TbHK1, G6PDH-coupled NADH A340. inhibition, % at 10 µM. 0.11% of 220,000 active. AID 1430, 2008;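 active = inhibition of 50% or more in the single-dose primary screen; inactive = inhibition below 50%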
Furin inh = human furin inhibitors, primary screen, biochemical, fluorescence intensity; purified furin, fluorogenic substrate cleavage; AID 463115, 2010; inhibition, % at 30 µM; 0.061% of 220,000 active; in the data active = inhibition above about 25%; note: inactives centre near -15
RBBP9 inhibitor = human RBBP9 inhibitors, primary screen, biochemical, fluorescence polarization, FP-Rh probe, HTS; recombinant RBBP9; inhibition, % at 7.94 µM; 0.2% of 220,000 active; AID 1515, 2009;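 active = inhibition above the campaign mean of all tested compounds plus 3 SD, cut at about 14% in these data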;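 note: plate controls were DMSO wells with RBBP9 for no effect and wells lacking RBBP9 protein for full effect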
Target sequence (O75884 whole entry, looked up): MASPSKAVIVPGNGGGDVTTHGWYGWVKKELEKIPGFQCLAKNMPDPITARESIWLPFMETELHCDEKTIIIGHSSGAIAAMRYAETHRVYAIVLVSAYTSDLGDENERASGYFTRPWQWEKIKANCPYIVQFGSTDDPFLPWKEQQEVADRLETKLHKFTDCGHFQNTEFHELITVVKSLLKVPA
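Controls: DMSO-treated enzyme wells and wells lacking RBBP9 | Material: RBBP9 protein | Technique: Fluorescence polarization | Replication: Single well per compound, no replicates | Buffer or medium: Tris-NaCl-Pluronic buffer, pH 8.0 | Timing: 30 min compound preincubation, 45 min probe labeling, 25 °C | Read-out basis: Percent inhibition from mP, scaled between DMSO and no-protein wells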
PPC-1+TRAIL kill = compounds killing PPC-1 cancer cells with TRAIL present, primary screen, TRAIL potentiator project, ATPLite luminescence, uHTS | PPC-1 cells + TRAIL, ATPLite viability luminescence | cell killing (% activity), % at 4 µM | 0.41% of 220,000 active | AID 1443, 2008;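 active = cell killing above 50% in the first pass at 4 µM, then a duplicate retest at 5 µM averaging 50% or more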;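 note: plate controls were cells with TRAIL plus DMSO for no effect and medium-only wells lacking cells for full effect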
NCF1 inh = p47phox/p22phox peptide binding inhibitors, primary screen, biochemical, uHTS, NADPH oxidase regulatory subunit. Neutrophil cytosol factor 1 (Homo sapiens), P14598. fluorescence polarization, 2 h. inhibition, % at 24.7 µM. 0.53% of 220,000 active. AID 1274, 2008;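 active = inhibition above about 30%, limit read from the data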;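 note: 0% = p47phox with labelled peptide and 100% = labelled peptide alone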
Target sequence (P14598 whole entry, looked up): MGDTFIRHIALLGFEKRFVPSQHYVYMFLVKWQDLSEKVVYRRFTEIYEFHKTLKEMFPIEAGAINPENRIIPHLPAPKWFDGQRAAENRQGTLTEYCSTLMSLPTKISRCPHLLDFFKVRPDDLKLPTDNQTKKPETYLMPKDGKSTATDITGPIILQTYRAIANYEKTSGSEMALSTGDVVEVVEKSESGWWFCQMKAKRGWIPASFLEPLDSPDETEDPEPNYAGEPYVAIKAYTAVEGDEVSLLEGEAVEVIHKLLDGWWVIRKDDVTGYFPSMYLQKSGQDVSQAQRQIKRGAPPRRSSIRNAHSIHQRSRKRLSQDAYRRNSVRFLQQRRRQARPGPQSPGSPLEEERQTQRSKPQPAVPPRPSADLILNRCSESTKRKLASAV
BaF3 tox = parental Ba/F3 cell viability inhibition, counter-screen for JAK2V617F inhibitor project, murine pro-B, CellTiter-Glo luminescence | CellTiter-Glo ATP luminescence | inhibition, % at 5.6 µM | 1.1% of 220,000 active | AID 1486, 2009;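 active = inhibition above a per-campaign cutoff, the mean inhibition of all tested compounds plus 3 SD, cut at about 27% in these data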;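 note: 0% = DMSO wells and 100% = JAK Inhibitor I control wells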
Numbers without * were called inactive; . = no result given; & = joins results of further samples; [ ] = remark or other dose. Some of the compounds tested; rates above refer to the full screens.

SMILES | p97 inhibitor | EP2 antag | Ba/F3 V617F tox | Tb hexokinase | Furin inh | RBBP9 inhibitor | PPC-1+TRAIL kill | NCF1 inh | BaF3 tox
COC(=O)C(C)NC(=O)C1CCCN1S(=O)(=O)c1cc(C)c(Cl)cc1C (stereo unspecified) | 0.7 | 6.9 | 0.0 | 18.2 | -18.3 | -4.8 | 35.3 | -4.5 | 7.2
CN(/C=C/c1c([N+](=O)[O-])c(=O)n(C)c(=O)n1C)c1ccccc1 | -2.7 | 9.0 | 2.9 | -22.1 | -14.1 | -3.3 | -9.2 | -4.6 | 7.8
O=C(NC1CCCc2ccccc21)C12CC3CC(CC(O)(C3)C1)C2 (stereo unspecified) | 0.2 | 10.1 | 0.6 | -1.5 | -30.4 | 3.6 | 0.4 | -7.6 | 6.5
CCOC(=O)c1ccccc1NC(=O)c1ccc(NS(C)(=O)=O)cc1 | 7.4 | 6.5 | -3.4 | -6.3 | -11.6[20 µM] | 2.3 | 29.1 | -12.8 | 3.7
COCc1cc(=O)[nH]c(/N=C(\N)Nc2cccc(Cl)c2)n1 | -1.6 | 7.3 | 0.3 | 2.2 | 5.8 | -4.2 | -17.1 | -6.1 | 7.3
O=C(ON=C1CCSCC1)c1ccccc1 | 0.1 | 15.3 | 0.0 | 4.0 | -23.7[20 µM] | -6.7 | . | . | 5.5
CCOc1ccc(N2CC(C(=O)NC3=NCCS3)CC2=O)cc1 (stereo unspecified) | -0.7 | 7.3 | 3.4 | 3.4 | -9.9 | -8.6 | 9.6 | -9.2 | 3.8
CN1CCN(/N=C/c2ccc(Cl)c(Cl)c2)CC1 | 2.5 | 7.4 | -0.4 | -6.7 | -18.8 | 1.3 | 7.7 | -12.9 | 3.7
CC(C)(C)n1nc2c(c1NC(=O)c1ccc(S(=O)(=O)N3CCCC3)cc1)CSC2 | -6.0 | 4.9 | 1.6 | -5.5 | -10.0[20 µM] | -6.0 | 7.1 | -10.4 | 12.1
COCCCNC(=O)CCc1nc(-c2ccccc2Cl)no1 | 1.0 | 10.6 | -5.9 | 1.3 | 14.2[20 µM] | -0.4 | -2.2 | -23.0 | 3.0
CC(C)NS(=O)(=O)c1ccc(CCC(=O)N2CCC(C(N)=O)CC2)cc1 | 4.2 | 10.2&5.7 | 1.6 | -1.2 | -37.4 | -5.2 | 10.0 | -9.7 | 8.0
Brc1cc2c(cc1Br)OCCOCCOCCO2 | 8.4 | 11.4 | -3.7 | -10.4 | -20.1 | -8.2 | 18.8 | -8.6 | -2.7
CC(C)C(=O)N1CCC2(CC1)Oc1ccc(Cl)cc1C(=O)C21CC(c2ccc(Cl)cc2)=NO1 (stereo unspecified) | . | 16.6 | . | -22.2 | -24.6 | . | -0.2 | 2.5 | .
COc1ccc(C(=O)Nc2cccc3cccnc23)cc1OC | 0.8 | 3.8 | -3.1 | -7.8 | -24.8[20 µM] | -6.7 | 10.9 | -30.8 | 4.2
CC(C)(C)c1ccc(OCC(O)CSc2ncn[nH]2)cc1 (stereo unspecified) | -2.6 | 7.3 | 2.5 | -7.1 | -17.7[20 µM] | -7.8 | 5.4 | -0.1 | 4.2
C=C(C)c1cccc(C(C)(C)NC(=O)NC2CCCC2)c1 | 4.7 | 6.3 | -1.0 | 36.8 | -8.9 | -2.5 | 21.3 | 1.8 | 0.3
Cc1ccc(N(CC(O)CON=C2c3ccccc3-c3ccccc32)S(C)(=O)=O)cc1 (stereo unspecified) | -6.9 | 23.3 | 0.7 | -10.8 | -14.5[20 µM] | -10.5 | 4.0 | -26.9 | 3.8
CCN(C(=O)COc1ccccc1)c1nnc(-c2cccnc2)s1 | -3.6 | 21.1 | 0.7 | -8.5 | -8.6[20 µM] | -8.8 | 19.4 | -2.8 | 2.7
CCS(=O)(=O)N1CCCC(c2nc(-c3cccc(OC)c3)no2)C1 (stereo unspecified) | 1.9 | 9.9 | -2.9 | 5.2 | -5.7[20 µM] | 1.2 | 17.6 | -6.5 | 95.8*
COc1ccccc1CNC(=O)c1cnccn1 | 0.6 | 2.8 | -2.2 | -0.3 | -2.0[20 µM] | -4.0 | 6.9 | -2.7 | 1.1
Fc1ccc(C2=NOC(c3nnc(-c4ccccc4)o3)C2)cc1 (stereo unspecified) | . | 6.9 | . | -9.5 | -22.6 | . | -17.5 | -9.1 | .
Cc1ccc(S(=O)(=O)N(CC(=O)NCCC2=CCCCC2)Cc2ccccc2)cc1 | -10.8 | 9.1 | 0.6 | -3.8 | -1.6 | 0.0 | 8.2 | -2.4 | 3.3
COc1ccc(Cc2n[nH]c(=S)n2NC(=O)Nc2ccc(Cl)c(Cl)c2)cc1 | 3.3 | 6.4 | -2.8 | -10.1 | -22.1 | -19.5 | 4.6 | -12.4 | -1.0
COc1ccccc1NC(=O)N1c2ccccc2NC(=O)CC1C (stereo unspecified) | 7.5 | 6.0 | 0.0 | -8.8 | -9.0 | -4.7 | 1.0 | -0.6 | -4.6
CC(C)OCCCNC(=O)C(NS(=O)(=O)c1ccc2c(c1)c(=O)n(C)c(=O)n2C)c1ccccc1 (stereo unspecified) | 3.5 | 5.4 | -2.1 | -1.1 | -15.1 | -4.7 | -6.4 | -7.5 | 3.3
O=C(Cc1cccs1)N1CCCC(c2nc3c(nnn3Cc3ccccc3Cl)c(=O)[nH]2)C1 (stereo unspecified) | -3.6 | 2.5 | 2.0 | 2.4 | -3.9 | -3.5 | 11.5 | -9.0 | 6.8
COc1ccccc1N1CCN(c2cc(=O)n(-c3ccc(Br)cc3)c(=O)[nH]2)CC1 | 6.2 | 8.6 | -2.5 | 35.3 | -10.9 | -9.9 | 17.2 | -11.1 | 4.5
O=C(CCN1C(=O)/C(=C/C=C/c2ccccc2)SC1=S)Nc1nccs1 | 5.0 | . | -3.8 | 10.7 | 2.0[20 µM] | -9.6 | -4.7 | -79.6 | 1.6
S=C(NCCCc1ccccc1)Nc1ccccc1Cl | -2.6 | 7.0 | -5.1 | 13.7 | -4.9 | 1.6 | 43.9 | -6.3 | 1.0
Fc1ccccc1CSc1nc2ncc(Br)cc2[nH]1 | -7.9 | 17.6 | 0.3 | -0.1 | -9.9[20 µM] | -19.6 | 19.1 | -48.1 | 8.0
O=c1c2ccccc2nc(N/N=C/c2c(O)ccc3ccccc23)n1O | 3.4 | . | 92.5* | -24.5 | 7.5[20 µM] | -5.0 | 20.7 | -33.6 | 74.4*
O=C(O)Cn1c(O)c(C=Nc2ccccc2)sc1=S | -3.2&3.9 | 8.9&8.6 | 3.1&-1.2 | 0.5&-1.8 | -12.6&-11.3[20 µM] | -10.1&7.1 | 3.0&27.0 | -15.9&-122.7 | 3.1&5.0
Cc1ccsc1/C=N\NC(=O)CC(=O)NCc1ccccc1 | 6.8 | 2.1 | -2.5 | -12.8 | -17.8 | -4.0 | 4.6 | 3.2 | 2.4
C=C1c2cc(OC)ccc2NC(=O)N1CC | -0.5 | 18.1 | -3.5 | 1.4 | -25.4[20 µM] | 1.4 | 10.0 | -19.1 | 2.9
Cc1ccc(NS(=O)(=O)c2c(C)[nH]c(=O)[nH]c2=O)cc1C | 1.8 | -0.2 | -1.0 | -9.0 | -27.6[20 µM] | -11.7 | 2.8 | -8.7 | 2.5
O=C(COc1ccc(S(=O)(=O)Nc2ccccc2)cc1)NCc1ccncc1 | 2.8 | 6.5 | -5.2 | -3.8 | -9.5 | 5.2 | 13.6 | -5.5 | 53.6*
CCOc1cc(CNC2CCCC2)cc(Cl)c1OCc1ccc(F)cc1 | -4.2 | 11.0 | 3.0 | 4.8 | -13.4[20 µM] | -5.9 | 15.3 | -16.7 | 5.5
COc1ccc(-c2cc(-c3cccs3)nc(OC)c2C#N)cc1OC | 7.5 | 3.4 | -2.1 | -29.0 | -23.6 | 0.6 | 24.6 | 7.2 | 5.6
COc1ccc2nc(N/C(N)=N/C(=S)Nc3cccc(C)c3)nc(C)c2c1 | 5.8 | 3.0 | 7.5 | -20.0 | -21.4[20 µM] | -9.3 | 5.7 | -13.2 | 24.2
O=C(CSc1ncnc2ccccc12)c1ccc2c(c1)OCCO2 | 0.9 | 11.8 | -4.1 | -4.5 | -1.4 | -9.7 | 24.0 | 3.8 | 0.6
COc1ccc(-c2csc3ncnc(NCCN4CCOCC4)c23)cc1 | -0.6 | 13.1 | -1.2 | -12.8 | -25.2 | -8.9 | -4.5 | -24.6 | 2.9
N#CC1=C(N)C(C#N)(C#N)C(c2cccnc2)C2CC(c3ccccc3)CC=C12 (stereo unspecified) | 3.2 | 8.5 | -3.1 | -19.8 | -19.9[20 µM] | -7.3 | 8.9 | -23.2 | -1.0
CCOC(=O)CN(C(=O)CSc1nnc(COc2ccc(OC)cc2)n1C)c1ccccc1 | 1.2 | 11.3 | -4.8 | -5.2 | -24.8 | 5.2 | 10.5 | -4.2 | -2.0
CCOC(=O)c1ccc(NC(=O)C2CC(=O)Nc3nc4ccccc4n32)cc1 (stereo unspecified) | -3.9 | 3.2 | 2.5 | 5.3 | -10.9 | -10.7 | -14.8 | -10.7 | 1.8
CSCC[C@@H](C(=O)NCc1cccs1)N1Cc2ccccc2C1=O | 0.1 | 11.2 | -0.6 | -9.2 | -22.4 | -7.8 | 5.8 | -0.7 | 7.5
N#CCC(=O)NNC(=S)NC(=O)C(c1ccccc1)c1ccccc1 | 2.5 | 8.1 | -0.2 | -5.5 | -29.6 | -10.4 | 18.6 | -5.4 | 11.7
CCOC(=O)C1=C(CC)Nc2ccccc2N=C1NC(=O)Cn1cnc2ccccc2c1=O | 2.6 | 8.5 | -2.8 | -1.0 | -27.8[20 µM] | -6.8 | 2.0 | -8.4 | 1.1
Cc1ccccc1C(=O)NC1CCN(C(=O)N(c2ccccc2)c2ccccc2)CC1 | -2.1 | 13.6 | 3.1 | -1.8 | -11.0[20 µM] | 1.8 | -3.1 | -9.8 | 12.2
COC(=O)c1ccc(-n2nnnc2SCc2ccccc2OC)cc1 | 0.6 | 19.7 | 0.7 | 2.0 | -10.8 | -5.2 | 10.0 | -28.5 | -2.9
Cc1nc2sc(C(c3ccc(Cl)cc3)N3CCN(c4ccccc4F)CC3)c(O)n2n1 (stereo unspecified) | 0.5 | 16.8 | 0.9 | 0.1 | -20.3 | -4.2 | -14.1 | -3.6 | 7.4

Complete entries as entered above. Order of values: p97 inhibitor | EP2 antag | Ba/F3 V617F tox | Tb hexokinase | Furin inh | RBBP9 inhibitor | PPC-1+TRAIL kill | NCF1 inh | BaF3 tox
COC(=O)c1ccc(-n2nnnc2SCc2ccccc2OC)cc1 as listed: 0.6 | 19.7 | 0.7 | 2.0 | -10.8 | -5.2 | 10.0 | -28.5 | -2.9
CCOC(=O)CN(C(=O)CSc1nnc(COc2ccc(OC)cc2)n1C)c1ccccc1 as listed: 1.2 | 11.3 | -4.8 | -5.2 | -24.8 | 5.2 | 10.5 | -4.2 | -2.0
CSCC[C@@H](C(=O)NCc1cccs1)N1Cc2ccccc2C1=O as listed: 0.1 | 11.2 | -0.6 | -9.2 | -22.4 | -7.8 | 5.8 | -0.7 | 7.5

High-throughput results deposited in PubChem BioAssay by several laboratories.
